Assay outcomes from PubChem BioAssay.
SRC2 inh: human SRC2 (NCOA2) inhibition. Q15596. hit rate 0.17% among 370,000. inhibition, % at 9 µM. HEK293 GAL4-SRC2 luciferase reporter, luminescence;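 active = inhibition above the mean inhibition of all tested compounds plus 3 SD, set per campaign, cut at about 52% in these data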;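 note: 0% = DMSO treated cells and 100% = cells given Gossypol at 36 µM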
SRC3 inh: human NCOA3 inhibition | Q9Y6Q9 | HEK293 GAL4-SRC3 luciferase reporter, luminescence | inhibition, % at 3.6 µM | hit rate 0.17% among 360,000;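 active = inhibition above a per-campaign cutoff, the mean of all compounds plus 3 SD, cut at about 60% in these data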;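 note: 0% = DMSO-treated cells and 100% = gossypol-treated cells at 36 µM; higher means less SRC3-driven luciferase light from the GAL4 reporter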
MC4R ag barr: activates human MC4R beta-arrestin recruitment; P32245; U2OS MC4R beta-arrestin complementation, luminescence; percent of melanotan II response, DMSO zero; activation, % at 8.9 µM; hit rate 0.98% among 360,000; AID 540308;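 active = activation above a per-plate cutoff, the mean activation of sample wells on that plate plus 3 SD, cut at about 8% in these data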
SRC1 inh: inhibits human SRC1 coactivator; Q15788; HEK293 GAL4-SRC1 luciferase reporter, luminescence; inhibition, % at 3.6 µM; hit rate 0.12% among 360,000; AID 588354;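 active = inhibition above the campaign mean plus 3 SD, with each screening campaign given its own cutoff, cut at about 60% in these data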;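 note: 0% = DMSO treated cells and 100% = gossypol at 36 µM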
LRH-1 inv ag: inverse agonists of human LRH-1 (NR5A2); inhibition, % at 3.6 µM; HEK293T StAR-luciferase reporter, LRH-1 transfected, 24 h; AID 602396; hit rate 0.13% among 360,000;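 active = inhibition above the mean inhibition of all tested compounds plus 3 SD, cut at about 73% in these data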;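 note: 0% = DMSO wells and 100% = reporter-only cells lacking LRH-1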
COUP-TFII inh: NR2F2 (human) inhibition, primary screen; P24468; HEK293T NGFI-A luciferase reporter, luminescence; inhibition, % at 8.6 µM; hit rate 0.7% among 370,000; AID 686940;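 active = inhibition above a per-plate cutoff, mean inhibition of test wells between control levels plus 3 SD, cut at about 38% in these data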;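 note: cells cotransfected with COUP-TFII expression vector driving the NGFI-A reporter; 0% = median of COUP-TF2 test wells and 100% = reporter-only cells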
TLR9-MyD88 block: TLR9-MyD88 interaction inhibition | Q9NR96+Q99836 | CHO BLA complementation TLR9-MyD88, CCF4 FRET ratio | inhibition, % at 4.98 µM | hit rate 0.21% among 340,000;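 active = inhibition above the mean over all tested compounds plus 3 SD, cut at about 21% in these data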;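 note: 0% = DMSO only wells and 100% = clavulanate BLA inhibitor control wells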
ABHD5-PLIN5 inh: blocks binding of human ABHD5 to perilipin-5; Split G. princeps luciferase complementation, luminescence, 4 h; hit rate 0.78% among 360,000; Q00G26+Q8WTS1; inhibition, % at 4 µM; AID 602281;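 active = inhibition above the mean inhibition across every tested compound plus 3 SD, cut at about 22% in these data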;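 note: 0% = DMSO only wells and the 100% control is not disclosed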
LMP1 NFkB inh: Epstein-Barr LMP1 NF-kappaB reporter inhibition | LMP1-induced NF-kappaB luciferase reporter cells, luminescence | hit rate 0.69% among 350,000 | inhibition, % at 12.5 µM | AID 504558; in the data active = inhibition above about 41%;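 note: 0% = neutral control wells and 100% = reference inhibitor control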
NOD2-RIPK2 inh: NOD2-RIPK2 protein interaction inhibition | hit rate 0.38% among 360,000 | AID 624267 | O43353 | inhibition, % at 4.98 µM | CHO BLA complementation NOD2-RIPK2, CCF4 ratio; in the data active = inhibition above about 21%;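 note: 0% = vehicle only and 100% = reference blocker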
MC4R antag cAMP: human MC4R antagonism in cAMP assay; MC4R-expressing cells, MTII-stimulated cAMP, LANCE TR-FRET; inhibition, % at 6.5 µM; hit rate 0.48% among 360,000; AID 540295;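 active = inhibition above its plate's cutoff, the mean of tested wells on that plate plus 3 SD, cut at about 29% in these data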;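 note: 0% = Melanotan II alone and 100% = Melanotan II plus saturating MCL0020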
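System – human MC4R-expressing U2OS cells · Also added – Melanotan II · Dosing – one concentration, 6.5 µM nominal · Timing – 30-min compound, 1-h challenge, 1-h detection, room temperature · Measured by – Eu-cAMP/anti-cAMP TR-FRET, emission 671 nm · Replicates – singlicate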
* hit, by the source's call; · = not tested or not shown.

smiles | SRC2 inh | SRC3 inh | MC4R ag barr | SRC1 inh | LRH-1 inv ag | COUP-TFII inh | TLR9-MyD88 block | ABHD5-PLIN5 inh | LMP1 NFkB inh | NOD2-RIPK2 inh | MC4R antag cAMP
COc1ccc(/C=C2/C(=O)NC(=S)N(C3CC3)C2=O)cc1CN1C(=O)c2ccccc2C1=O | -20 | 20 | -2.8 | 2 | -14 | 7 | -5 | -11 | 0 | 0 | -11
COc1ccc(CCn2c(O)c(C=NCc3cccnc3)c(=O)[nH]c2=O)cc1OC | -8 | 20 | -1.5 | 2 | 4 | -4 | -7 | 6 | -3 | -1 | -2
O=C(O)[C@@H]1C[C@H]1[C@@H](NP(=O)(c1ccccc1)c1ccccc1)c1ccccc1 | 5 | -6 | -2.4 | -9 | -17 | -18 | 4 | -3 | -9 | -1 | 4
O=C(Nc1cc(Cl)cc(Cl)c1)N1Cc2ccccc2-n2nncc2C1 | 5 | -8 | -0.2 | -5 | -12 | 2 | 2 | 0 | -6 | -4 | 11
O=C1OC(c2ccc(Cl)cc2)=N/C1=C\N1CC2CC(C1)c1cccc(=O)n1C2 (stereo not given) | 32 | 18 | -1.5 | -11 | 29 | -10 | -6 | 9 | 8 | -6 | 3
Fc1ccc(C2=CCN(C(c3ccc(Cl)cc3)c3nnnn3Cc3ccccc3)CC2)cc1 (stereo not given) | 8 | 1 | -2.9 | -21 | -19 | -7 | 5 | 1 | 2 | 8 | 12
COC(=O)C1=C(c2cccc(C#N)c2)C[C@@H]2CC[C@H]1N2C(=O)NCc1ccc(F)cc1 | -1 | -8 | -0.5 | -10 | 0 | -7 | 4 | 5 | -9 | 7 | 11
CCCCn1c(O)c(/C=C/C=Nc2ccccc2)c(=O)[nH]c1=O | 16 | -1 | 0.9 | -4 | -14 | -7 | 6 | -6 | -14 | -7 | 8
COC(=O)CC(NC(=S)N1CC2C[C@@H](C1)Cn1c2cccc1=O)C(=O)OC (stereo not given in full) | -7 | -1 | -1.0 | -7 | 5 | 0 | -7 | 0 | 2 | -16 | 10
CC1(C)CC(=O)C(C2(O)C(=O)NC(=O)NC2=O)=C(O)C1 | -7 | 6 | 0.5 | 16 | -1 | 0 | 1 | 20 | -5 | -7 | -5
COc1ccc(C(=O)CC2(CC(=O)c3ccc(OC)cc3)C(=O)N(C)C(=O)N(C)C2=O)cc1 | -6 | 27 | 0.8 | -15 | -5 | -16 | 4 | 0 | -14 | 0 | 2
O=C(Nc1cccc2ccccc12)N1Cc2ccccc2-n2nncc2C1 | -3 | -12 | 0.0 | -6 | 3 | -7 | 7 | -7 | -7 | -12 | -5
CCOC(=O)c1c(N)n(CCN2CCCCC2)c2nc3ccccc3nc12 | -23 | 4 | -0.3 | -15 | 12 | 5 | -1 | 1 | -7 | 4 | 4
O=[N+]([O-])c1ccc(N2CCOCC2)c2ccncc12 | 4 | 21 | -2.9 | 5 | 19 | 1 | 2 | 1 | 0 | -1 | 0
COc1cccc(CNCCc2ccc(F)cc2)c1 | -15 | 13 | -1.0 | 3 | 10 | 12 | -8 | 0 | 2 | 4 | 7
CNP1(NC)=NC(C(F)(F)F)=NC(C(F)(F)F)=N1 | -17 | 5 | -0.4 | -7 | -19 | 5 | -45 | -4 | -5 | -1 | 3
O=C(C1CCC(=O)N1C1CCCCC1)N1CCC2(CC1)OCCO2 (stereo not given) | 7 | -5 | -0.1 | -19 | -2 | 5 | -4 | -4 | 0 | 10 | 8
Cc1oc(-c2ccccc2)nc1CN1C(=O)CN=C(c2ccccc2)c2ccccc21 | 16 | 3 | 2.6 | -12 | -10 | 14 | -7 | -11 | -5 | 1 | 14
Cc1ccc(S(=O)(=O)N2Cc3cc(N4CCOCC4)ccc3-n3nncc3C2)cc1 | -21 | 5 | · | 10 | 13 | 3 | · | 3 | · | 1 | ·
O=C1OC(c2ccc(Br)cc2)=N/C1=C\N1CC2CC(C1)c1cccc(=O)n1C2 (stereo not given) | 7 | 22 | -3.8 | -1 | 4 | -11 | -4 | 8 | 10 | -8 | 7
FC(F)(F)c1ccccc1NC1=NCCCS1 | 8 | 16 | 0.8 | 11 | -1 | 7 | 1 | -2 | -14 | -1 | 22
O=c1[nH]c(=O)n(-c2cccc(F)c2)c(O)c1/C=C1\C=Nc2ccccc21 | -2 | 3 | -0.6 | 2 | 9 | 3 | -5 | 16 | 1 | 3 | -3
COC(=O)[C@@H]1C(OC(=O)c2ccccc2)CC2CCC1N2C (stereo not given in full) | 20 | 14 | -1.8 | -3 | 7 | -7 | -9 | 7 | 2 | 1 | 14
CCOC(=O)[C@]12Cc3cc(C)ccc3[C@H]1N(CCC(=O)OC)C(=O)c1cc(OC)ccc12 | -10 | · | · | · | -10 | -8 | · | 15 | · | -4 | ·
COC(=O)C1=C(c2ccc(Cl)c(C(F)(F)F)c2)C[C@@H]2CC[C@H]1N2C(=O)N1CCOCC1 | 16 | -9 | 0.1 | 2 | -9 | 21 | -4 | -1 | 5 | 5 | -5
CCCC(=O)c1cc(CP(=O)(OCC)OCC)oc1C | -14 | 15 | -1.0 | 4 | -7 | -5 | · | 1 | · | -1 | 10
O=C1NCN(c2ccccc2)C12CCN(C(CCc1ccccc1)c1nnnn1Cc1ccccc1)CC2 (stereo not given) | 13 | 0 | · | 0 | 7 | -24 | · | -11 | · | -9 | ·
CC1(C)CC[C@]2(C)CC[C@]3(C)C4C[C@@H]5OO[C@@]6(O5)C(CCCC6(C)C)[C@]4(C)CC[C@@]3(C)C2C1 (stereo not given in full) | · | 3 | 2.8 | -8 | -16 | · | -12 | 2 | 4 | 0 | 22
O=c1ccc2c(O)c3ccoc3cc2o1 | -17 | -9 | -0.7 | -1 | 11 | 15 | -1 | -2 | 10 | -1 | -1
CCC(=O)c1c(O)n(C2CCCCCC2)c(=O)[nH]c1=O | 7 | -4 | 0.0 | -16 | 5 | 5 | 0 | -14 | -3 | 14 | -1

11 entries from above, sorted by formula weight, descending:
smiles | SRC2 inh | SRC3 inh | MC4R ag barr | SRC1 inh | LRH-1 inv ag | COUP-TFII inh | TLR9-MyD88 block | ABHD5-PLIN5 inh | LMP1 NFkB inh | NOD2-RIPK2 inh | MC4R antag cAMP
O=C1NCN(c2ccccc2)C12CCN(C(CCc1ccccc1)c1nnnn1Cc1ccccc1)CC2 (stereo not given) | 13 | 0 | · | 0 | 7 | -24 | · | -11 | · | -9 | ·
COc1ccc(/C=C2/C(=O)NC(=S)N(C3CC3)C2=O)cc1CN1C(=O)c2ccccc2C1=O | -20 | 20 | -2.8 | 2 | -14 | 7 | -5 | -11 | 0 | 0 | -11
Fc1ccc(C2=CCN(C(c3ccc(Cl)cc3)c3nnnn3Cc3ccccc3)CC2)cc1 (stereo not given) | 8 | 1 | -2.9 | -21 | -19 | -7 | 5 | 1 | 2 | 8 | 12
COC(=O)C1=C(c2ccc(Cl)c(C(F)(F)F)c2)C[C@@H]2CC[C@H]1N2C(=O)N1CCOCC1 | 16 | -9 | 0.1 | 2 | -9 | 21 | -4 | -1 | 5 | 5 | -5
O=C1OC(c2ccc(Br)cc2)=N/C1=C\N1CC2CC(C1)c1cccc(=O)n1C2 (stereo not given) | 7 | 22 | -3.8 | -1 | 4 | -11 | -4 | 8 | 10 | -8 | 7
CCOC(=O)[C@]12Cc3cc(C)ccc3[C@H]1N(CCC(=O)OC)C(=O)c1cc(OC)ccc12 | -10 | · | · | · | -10 | -8 | · | 15 | · | -4 | ·
Cc1oc(-c2ccccc2)nc1CN1C(=O)CN=C(c2ccccc2)c2ccccc21 | 16 | 3 | 2.6 | -12 | -10 | 14 | -7 | -11 | -5 | 1 | 14
COC(=O)CC(NC(=S)N1CC2C[C@@H](C1)Cn1c2cccc1=O)C(=O)OC (stereo not given in full) | -7 | -1 | -1.0 | -7 | 5 | 0 | -7 | 0 | 2 | -16 | 10
O=c1[nH]c(=O)n(-c2cccc(F)c2)c(O)c1/C=C1\C=Nc2ccccc21 | -2 | 3 | -0.6 | 2 | 9 | 3 | -5 | 16 | 1 | 3 | -3
O=C(C1CCC(=O)N1C1CCCCC1)N1CCC2(CC1)OCCO2 (stereo not given) | 7 | -5 | -0.1 | -19 | -2 | 5 | -4 | -4 | 0 | 10 | 8
COC(=O)[C@@H]1C(OC(=O)c2ccccc2)CC2CCC1N2C (stereo not given in full) | 20 | 14 | -1.8 | -3 | 7 | -7 | -9 | 7 | 2 | 1 | 14

The listing continues:
smiles | SRC2 inh | SRC3 inh | MC4R ag barr | SRC1 inh | LRH-1 inv ag | COUP-TFII inh | TLR9-MyD88 block | ABHD5-PLIN5 inh | LMP1 NFkB inh | NOD2-RIPK2 inh | MC4R antag cAMP
CC1CC(OC(=O)c2ccccc2)CC(C)N1C (stereo not given) | 3 | 6 | -2.1 | -6 | 3 | -8 | 3 | 0 | 4 | 9 | 12
CCCCCCOc1ccc(CN2CCN(CC)CC2)cc1 | -14 | -21 | 2.8 | -55 | -14 | 5 | 2 | 8 | 13 | -4 | 3
CN(C)C(=O)Oc1ccc(OCc2cccc[n+]2C)cc1 | 0 | 8 | 1.9 | 14 | 3 | -2 | -1 | -5 | -2 | -5 | 15
Cc1cc(C)c(C)c(C(O)(C(=O)O)c2ccccc2)c1 (stereo not given) | -10 | 3 | -0.9 | 2 | 14 | 10 | 1 | -1 | 6 | -10 | -3
CCOc1ccc(N2C(=O)/C(=C/c3ccc(C)o3)C(=O)NC2=S)cc1 | 12 | -4 | -2.2 | -45 | -13 | 13 | 4 | -7 | -12 | 3 | 6
CCN1CCN(c2cn[nH]c(=O)c2Cl)CC1 | 7 | 15 | -1.8 | 7 | -3 | 1 | 4 | 0 | -8 | -19 | -5
CC(=O)O[C@H]1CCC2C3CCC4=CC(=O)CCC4=C3C=C[C@@]21C (stereo not given in full) | 16 | -15 | -1.2 | -31 | -4 | 4 | 6 | -1 | -8 | 3 | 9

Some entries already given, reduced to SRC1 inh and NOD2-RIPK2 inh.
| SMILES | SRC1 inh | NOD2-RIPK2 inh |
| --- | --- | --- |
| CCN1CCN(c2cn[nH]c(=O)c2Cl)CC1 | 7 | -19 |
| CCOc1ccc(N2C(=O)/C(=C/c3ccc(C)o3)C(=O)NC2=S)cc1 | -45 | 3 |

This is a subset, so the mix of outcomes need not match the whole.
